CHO parental Ca: ATP-evoked calcium signal inhibitors, parental CHO, primary screen, counter-screen for OX1R antagonist project, cell-based, fluorescence, Fluo-8 calcium dye; parental CHO-K1, ATP-induced calcium, Fluo-8 fluorescence; inhibition, % at 5.6 µM; 330,000 tested, 0.63% active;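 active = inhibition above that plate's mean sample inhibition plus 3 SD, cut at about 26% in these data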;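 also: 0% = ATP-challenged DMSO wells and 100% = DMSO wells without ATP; some compounds past the cut are filed as inactive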
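Assay system – parental CHO cells · Reagent – ATP stimulus · Detection – intracellular calcium via Fluo-8 no-wash fluorescent dye · Evaluation – percent inhibition of ATP-evoked calcium rise, normalized to controls · Controls – ATP wells versus no-ATP DMSO wells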
TAAR1 antag: human TAAR1 antagonists, primary screen, Fluo-8 calcium fluorescence, CHO RD-HGA16 cells | antagonist | 360,000 tested, 1.5% active | Trace amine-associated receptor 1 (Homo sapiens), Q96RJ0 | inhibition, % at 3 µM;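 active = inhibition above a per-plate cutoff, the mean inhibition of test compounds on that plate plus 3 SD, cut at about 49% in these data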;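 also: 0% = DMSO plus EC80 beta-PEA response and 100% = DMSO alone without agonist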
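Assay system: CHO-derived RD-HGA16 cells stably expressing human TAAR1 plus Gα16. Timing: 140 s kinetic read after compound, 140 s after agonist. Technique: kinetic Fluo-8 calcium fluorescence measurement. Measure: % inhibition of agonist calcium response.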
CHRM1 agonist: human M1 muscarinic receptor agonists, primary screen, Fluo-8 calcium fluorescence, CHO-K1 cells, HTS; AID 588814, 2011; Muscarinic acetylcholine receptor M1 (Homo sapiens), P11229; activation, % at 3 µM; 360,000 tested, 0.33% active; CHO-K1 hM1, agonist mode; 0% DMSO, 100% acetylcholine EC100;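 active = activation above the run's mean compound activation plus 3 SD, cut at about 16% in these data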;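 also: peak over basal fluorescence ratio within a 140 s kinetic read after compound addition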
TAAR1 ag: human TAAR1 agonists, primary screen, Fluo-8 calcium fluorescence, CHO RD-HGA16 cells. vehicle wells 0%, saturating PEA agonist 100%. activation, % at 3 µM. 360,000 tested, 0.99% active. AID 624467, 2012;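 active = activation above the mean activation of all test compounds in the run plus 3 SD, cut at about 38% in these data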
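Test system: RD-HGA16 (CHO) cells co-expressing Gα16 and hTAAR1 | Doses: Single dose, 3 µM | Schedule: 17-24 h seeding, 75 min 37 °C dye, 30 min RT | Evaluation: % activation from peak over basal fluorescence ratio, DMSO-to-PEA scaled | Technique: Kinetic Fluo-8 calcium fluorescence | Benchmarks: Low control DMSO, high control PEA (EC100)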
CHO-K1 Ca antag: counter-screen for M1 antagonists: effect in parental CHO-K1 cells | ATP-induced calcium, Fluo-8 fluorescence | inhibition, % at 3 µM | 360,000 tested, 0.6% active | AID 602250;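 active = inhibition above a per-plate cutoff, the plate's mean sample inhibition plus 3 SD, cut at about 24% in these data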;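 also: 0% = DMSO plus EC80 ATP and 100% = DMSO alone without ATP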
V1aR counter: agonists of human V1a receptor, primary screen, counter-screen for OXTR agonist project, fluorescence, CHO-V1R cells; activation, % at 3 µM; 320,000 tested, 0.25% active; Fluo-8 calcium fluorescence, agonist mode; 0% DMSO, 100% 3 nM vasopressin; AID 2797, 2010;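 active = activation above the mean activation of all tested compounds plus 3 SD, per screening run, cut at about 20% in these data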;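 also: signal is peak over basal fluorescence ratio across a 100 second FLIPR read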
Target sequence (P37288 whole entry, looked up): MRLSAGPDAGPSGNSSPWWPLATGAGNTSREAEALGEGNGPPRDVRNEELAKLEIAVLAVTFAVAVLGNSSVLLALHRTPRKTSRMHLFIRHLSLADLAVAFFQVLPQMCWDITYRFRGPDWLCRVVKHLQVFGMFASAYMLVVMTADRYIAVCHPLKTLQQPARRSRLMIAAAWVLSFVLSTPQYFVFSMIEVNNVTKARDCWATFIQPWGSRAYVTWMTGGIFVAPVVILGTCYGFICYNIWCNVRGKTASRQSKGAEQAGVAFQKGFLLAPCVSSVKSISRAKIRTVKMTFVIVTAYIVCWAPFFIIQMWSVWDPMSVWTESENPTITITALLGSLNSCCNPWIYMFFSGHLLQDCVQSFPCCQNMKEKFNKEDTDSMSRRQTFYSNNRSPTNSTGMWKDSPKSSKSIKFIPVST
CHO-K1 Ca PAM: nonselective calcium activators in parental CHO-K1 cells, primary screen, counter-screen for M1 PAM project, cell-based, Fluo-8 calcium fluorescence, full deck, 1536-well; ATP EC20; 0% at ATP EC20, 100% at ATP max; activation, % at 3 µM; 360,000 tested, 0.02% active; AID 602247, 2012;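 active = activation above the run cutoff, the mean activation of all test compounds plus 3 SD, cut at about 40% in these data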;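 also: peak over basal fluorescence ratio in a 140 s read after ATP addition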
M1 ag parental: counter-screen for M1 agonists: effect in parental CHO-K1 cells; Fluo-8 calcium fluorescence; scaled to maximal ATP response, vehicle zero; activation, % at 3 µM; 360,000 tested, 0.48% active; AID 602248, 2012; in the data active = activation above about 15%;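 also: untransfected CHO-K1 host cells lacking M1 receptor as counterscreen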
OXTR potentiator: human OXTR potentiators, primary screen, fluorescence, CHO-OTR cells, Fluo-8 calcium; Oxytocin receptor (Homo sapiens), P30559; Fluo-8 calcium fluorescence, potentiator mode; 0% = oxytocin EC15, 100% = EC100; activation, % at 3 µM; 320,000 tested, 0.061% active;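 active = activation above that plate's cutoff, the mean activation of tested compounds plus 3 SD, cut at about 6.6% in these data, passing the limit was not always enough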;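 also: 100% uses oxytocin at 75 nM as the full agonist control; some results filed as inactive read as strong as hits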
Target sequence (P30559 whole entry, looked up): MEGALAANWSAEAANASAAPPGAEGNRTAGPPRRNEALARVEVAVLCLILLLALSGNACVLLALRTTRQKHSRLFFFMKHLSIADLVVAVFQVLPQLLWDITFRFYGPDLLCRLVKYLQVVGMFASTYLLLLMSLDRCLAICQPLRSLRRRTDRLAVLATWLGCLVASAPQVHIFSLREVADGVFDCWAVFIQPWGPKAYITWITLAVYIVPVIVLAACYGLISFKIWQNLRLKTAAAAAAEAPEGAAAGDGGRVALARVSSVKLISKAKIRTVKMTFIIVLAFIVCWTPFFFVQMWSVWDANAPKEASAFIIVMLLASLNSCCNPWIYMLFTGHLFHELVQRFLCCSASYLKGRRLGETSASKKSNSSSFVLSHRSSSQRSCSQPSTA
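System: human OTR in CHO cells / Also added: sub-maximal oxytocin, roughly EC15 / Control set: EC15 oxytocin low, 75 nM oxytocin high / Schedule: 6 min compound pre-incubation at room temperature, 100 s kinetic read / Compound: single-point 3.0 µM / Replication: singlicate / Technique: Fluo-8 calcium dye fluorescence / Read-out basis: % activation of max/min ratio relative to oxytocin controls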
An asterisk follows results filed as active.

How did CS(=O)(=O)N(Cc1ccc(C(=O)NCCSc2ccccn2)cc1)c1ccccc1 do in these assays?
CHO parental Ca: -18.0; TAAR1 antag: 16.7; CHRM1 agonist: -8.2; TAAR1 ag: 2.9; CHO-K1 Ca antag: -8.5; V1aR counter: 5.9; CHO-K1 Ca PAM: 16.0; M1 ag parental: 2.1; OXTR potentiator: -0.9

What do the screens show for `Cc1ccccc1OCCC(=O)Nc1cccc(S(=O)(=O)Nc2ccccc2Cl)c1`?
CHO parental Ca: -4.7; TAAR1 antag: 41.1; CHRM1 agonist: -6.9; TAAR1 ag: 6.8; CHO-K1 Ca antag: 23.0; V1aR counter: 4.5; CHO-K1 Ca PAM: -7.5; M1 ag parental: 0.9; OXTR potentiator: -11.3

What do the screens show for `CCOC(=O)c1cnc2c(ccc3ccccc32)c1NCCO`?
CHO parental Ca: -12.5; TAAR1 antag: 13.6; CHRM1 agonist: -8.2; TAAR1 ag: -2.5; CHO-K1 Ca antag: 10.5; V1aR counter: -0.8; CHO-K1 Ca PAM: -4.5; M1 ag parental: 0.3; OXTR potentiator: -6.7

What do the screens show for `COc1ccc(CC(=O)OCC(=O)Nc2ncc(Cl)cc2Cl)cc1`?
CHO parental Ca: -25.6; TAAR1 antag: 2.7; CHRM1 agonist: -4.0; TAAR1 ag: -1.9; CHO-K1 Ca antag: -11.2; V1aR counter: 0.9; CHO-K1 Ca PAM: 12.4; M1 ag parental: 0.6; OXTR potentiator: -1.9

How did Cc1ccc(NC(=O)CCN2CCN(C/C=C/c3ccccc3)CC2)cc1C do in these assays?
CHO parental Ca: -12.3; TAAR1 antag: 8.5; CHRM1 agonist: -3.8; TAAR1 ag: 6.0; CHO-K1 Ca antag: -38.0; V1aR counter: 4.8; CHO-K1 Ca PAM: 15.0; M1 ag parental: 5.0; OXTR potentiator: -11.2

What do the screens show for `COCCn1c(=N)c(C(=O)NCCc2ccc(OC)cc2)cc2c(=O)n3cccc(C)c3nc21`?
CHO parental Ca: -18.6; TAAR1 antag: -3.8; CHRM1 agonist: -5.9; TAAR1 ag: 2.7; CHO-K1 Ca antag: 4.5; V1aR counter: 0.8; CHO-K1 Ca PAM: 4.5; M1 ag parental: 0.1; OXTR potentiator: 1.0

What do the screens show for `Cc1cc(C)c(C)c(C(=O)C2OC(=O)C(C)(C)C(=O)C2(C)C)c1C` (configuration not stated)?
CHO parental Ca: -21.1; TAAR1 antag: -30.5; CHRM1 agonist: -10.7; TAAR1 ag: 1.0; CHO-K1 Ca antag: 0.8; V1aR counter: -1.2; CHO-K1 Ca PAM: 4.9; M1 ag parental: -0.4; OXTR potentiator: -4.9

Results for COc1cccc(C2=CC(c3cccs3)n3nnnc3N2)c1 (configuration not stated) ?
CHO parental Ca: -14.6; TAAR1 antag: 13.4; CHRM1 agonist: -1.4; TAAR1 ag: 4.1; CHO-K1 Ca antag: -7.1; V1aR counter: 0.8; CHO-K1 Ca PAM: 12.1; M1 ag parental: 1.3; OXTR potentiator: -17.2

How did Cn1c(CCC(N)=O)nnc1SCC(=O)Nc1cc(S(=O)(=O)N2CCCC2)ccc1Cl do in these assays?
TAAR1 antag: -11.8; CHRM1 agonist: -5.2; TAAR1 ag: -0.4; CHO-K1 Ca antag: 0.9; CHO-K1 Ca PAM: 17.0; M1 ag parental: 1.8

How did COc1ccc(NC(=O)c2oc3ccccc3c2NC(=O)C2CCCO2)cc1OC (configuration not stated) do in these assays?
CHO parental Ca: -18.9; TAAR1 antag: 27.9; CHRM1 agonist: 0.5; TAAR1 ag: 8.5; CHO-K1 Ca antag: 0.3; V1aR counter: 0.0; CHO-K1 Ca PAM: -5.4; M1 ag parental: 4.0; OXTR potentiator: -4.9

How did CC(C)[C@H](NC(=O)CCCn1nnc2ccccc2c1=O)C(=O)O do in these assays?
CHO parental Ca: -0.5; TAAR1 antag: -10.6; CHRM1 agonist: -1.7; TAAR1 ag: 10.4; CHO-K1 Ca antag: -7.8; V1aR counter: 0.7; CHO-K1 Ca PAM: -10.4; M1 ag parental: 0.1; OXTR potentiator: -3.1

Results for CCN1CCN(c2nc3c(c(=O)n(C)c(=O)n3C)n2CCSc2nccc(C)n2)CC1 ?
CHO parental Ca: 1.1; TAAR1 antag: 11.7; CHRM1 agonist: -6.1; TAAR1 ag: 3.4; CHO-K1 Ca antag: -6.4; V1aR counter: 0.5; CHO-K1 Ca PAM: 11.2; M1 ag parental: 0.5; OXTR potentiator: 4.9

Results for CC(OC(=O)Cn1[nH]c(=O)c2ccccc2c1=O)C(=O)Nc1ccccc1[N+](=O)[O-] (configuration not stated) ?
CHO parental Ca: -21.9; TAAR1 antag: 23.2; CHRM1 agonist: 0.9; TAAR1 ag: 10.4; CHO-K1 Ca antag: 1.2; V1aR counter: 3.7; CHO-K1 Ca PAM: -3.4; M1 ag parental: 1.2; OXTR potentiator: -6.2

What do the screens show for `COc1ccc(C(=O)NNC(=O)c2cc3ccccc3cc2O)cc1`?
CHO parental Ca: -15.3; TAAR1 antag: -15.2; CHRM1 agonist: -0.5; TAAR1 ag: 2.6; CHO-K1 Ca antag: -4.5; V1aR counter: 2.0; CHO-K1 Ca PAM: 0.6; M1 ag parental: 1.2; OXTR potentiator: 3.1

What do the screens show for `Cc1ccc(S(=O)(=O)c2ccc(NN)cc2)cc1`?
TAAR1 antag: -0.5; CHRM1 agonist: -7.2; TAAR1 ag: 0.0; CHO-K1 Ca antag: -18.1; CHO-K1 Ca PAM: 19.9; M1 ag parental: 2.2

Results for O=C(CCN1C(=O)C2C3CCC(C3)C2C1=O)Nc1ccccc1Cl (configuration not stated) ?
CHO parental Ca: -6.6; TAAR1 antag: -14.1; CHRM1 agonist: -1.4; TAAR1 ag: 4.4; CHO-K1 Ca antag: -3.4; V1aR counter: 1.2; CHO-K1 Ca PAM: 3.7; M1 ag parental: 0.7; OXTR potentiator: -2.1

Results for CC(=O)Nc1ccc(NC(=O)C(=O)NCC(c2ccco2)N2CCc3ccccc3C2)cc1 (configuration not stated) ?
CHO parental Ca: 48.9*; TAAR1 antag: 15.8; CHRM1 agonist: -3.9; TAAR1 ag: 77.5*; CHO-K1 Ca antag: -4.3; V1aR counter: 3.4; CHO-K1 Ca PAM: -9.0; M1 ag parental: 2.0; OXTR potentiator: -10.2

What do the screens show for `COc1ccc(-c2csc(NC(=S)NC(=O)c3cc4ccccc4o3)n2)cc1Br`?
CHO parental Ca: -7.8; TAAR1 antag: -2.3; CHRM1 agonist: -2.5; TAAR1 ag: -0.1; CHO-K1 Ca antag: -6.8; V1aR counter: 0.8; CHO-K1 Ca PAM: 17.4; M1 ag parental: 1.8; OXTR potentiator: -5.7

How did CC1CCCN(CCCNC(=O)c2cn(C)c3ccc(S(=O)(=O)N(C)C4CCCCC4)cc3c2=O)C1 (configuration not stated) do in these assays?
CHO parental Ca: -12.6; TAAR1 antag: -27.4; CHRM1 agonist: -4.5; TAAR1 ag: 0.4; CHO-K1 Ca antag: -7.9; V1aR counter: 0.0; CHO-K1 Ca PAM: 0.3; M1 ag parental: 0.3; OXTR potentiator: -13.8

What do the screens show for `C[C@H]1CN([C@@H](C)CO)C(=O)Cc2cc(NC(=O)CCC(F)(F)F)ccc2O[C@H]1CN(C)S(C)(=O)=O`?
CHO parental Ca: -5.2; TAAR1 antag: 11.3; CHRM1 agonist: -6.6; TAAR1 ag: 5.2; CHO-K1 Ca antag: -1.7; V1aR counter: 0.8; CHO-K1 Ca PAM: 14.4; M1 ag parental: 0.9; OXTR potentiator: -3.6

Results for COc1cc(C2C(C#N)=C(N)Oc3n[nH]c(-c4cccnc4)c32)ccc1OCC(N)=O (configuration not stated) ?
CHO parental Ca: -10.2; TAAR1 antag: 2.2; CHRM1 agonist: -3.9; TAAR1 ag: -0.6; CHO-K1 Ca antag: -4.0; V1aR counter: 0.7; CHO-K1 Ca PAM: 10.3; M1 ag parental: 0.4; OXTR potentiator: 0.6

What do the screens show for `O=C(NNC(=O)c1cccnc1Cl)c1ccc(F)cc1`?
CHO parental Ca: 2.8; TAAR1 antag: -16.2; CHRM1 agonist: -2.4; TAAR1 ag: 1.2; CHO-K1 Ca antag: -19.9; V1aR counter: 1.9; CHO-K1 Ca PAM: 23.8; M1 ag parental: 0.4; OXTR potentiator: -3.2

How did O=C(COC(=O)c1ccc(O)cc1)Nc1cccc(S(=O)(=O)NC2=NCCC2)c1 do in these assays?
CHO parental Ca: -7.1; TAAR1 antag: -12.2; CHRM1 agonist: -1.2; TAAR1 ag: -1.0; CHO-K1 Ca antag: -1.0; V1aR counter: 0.5; CHO-K1 Ca PAM: 13.2; M1 ag parental: 0.9; OXTR potentiator: -5.6

What do the screens show for `Cc1cc(C)c2c(c1)c1nnc(SCCN3CCCCC3)nc1n2C`?
TAAR1 antag: -10.8; CHRM1 agonist: -10.2; TAAR1 ag: 0.2; CHO-K1 Ca antag: -14.4; CHO-K1 Ca PAM: 17.9; M1 ag parental: -0.5

A draw from above in order of count of non-hydrogen atoms, lowest first.
Results for COc1cccc(C2=CC(c3cccs3)n3nnnc3N2)c1 (configuration not stated) ?
CHO parental Ca: -14.6; TAAR1 antag: 13.4; CHRM1 agonist: -1.4; TAAR1 ag: 4.1; CHO-K1 Ca antag: -7.1; V1aR counter: 0.8; CHO-K1 Ca PAM: 12.1; M1 ag parental: 1.3; OXTR potentiator: -17.2

What do the screens show for `CCOC(=O)c1cnc2c(ccc3ccccc32)c1NCCO`?
CHO parental Ca: -12.5; TAAR1 antag: 13.6; CHRM1 agonist: -8.2; TAAR1 ag: -2.5; CHO-K1 Ca antag: 10.5; V1aR counter: -0.8; CHO-K1 Ca PAM: -4.5; M1 ag parental: 0.3; OXTR potentiator: -6.7

Results for COc1cc(C2C(C#N)=C(N)Oc3n[nH]c(-c4cccnc4)c32)ccc1OCC(N)=O (configuration not stated) ?
CHO parental Ca: -10.2; TAAR1 antag: 2.2; CHRM1 agonist: -3.9; TAAR1 ag: -0.6; CHO-K1 Ca antag: -4.0; V1aR counter: 0.7; CHO-K1 Ca PAM: 10.3; M1 ag parental: 0.4; OXTR potentiator: 0.6

Screening results: PubChem, The Scripps Research Institute Molecular Screening Center

Rows were taken by chance; 3.3% or so of the library scored in one or more.
